inhibitors of VEEV: inhibitors of VEEV TC-83 cytopathic effect, confirmation, Vero cells (AID 588727); Vero cells, VEEV TC-83 cytopathic effect inhibition; higher % means a stronger effect; inhibition, % at 20 µM; hits with a dose series show IC50 in µM; 350,000 tested, 0.13% active; in the data active = a potency from the dose series; inconclusive = inhibition mostly from about 14% at the one dose, without a potency; inactive = the rest, 99 in 100 with inhibition below about 12%; note: strong numbers were not always called active
PhoP GFP inhibition: Inhibition of PhoP regulon, Salmonella typhi GFP reporter cells, confirmation, 4 h (AID 1850); inhibition, % at 50 µM; hits with a dose series show IC50 in µM; 310,000 tested, 0.33% active; Salmonella Typhi PhoP-promoter GFP reporter, fluorescence, 4 h; higher % means a stronger effect; in the data active = a potency from the dose series; inconclusive = inhibition mostly from about 25% at the one dose, without a potency; inactive = the rest, 99 in 100 with inhibition below about 19%;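 note: 0% = induced wells with vehicle and 100% = uninduced wells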
H37Rv inhibition: M. tuberculosis growth inhibition, HTS (AID 449762); M. tuberculosis H37Rv growth inhibition, 7H9 media; higher % means a stronger effect; inhibition, % at 25 µM, or IC50 in µM where a hit was titrated; 330,000 tested, 0.59% active; in the data active = a potency from the dose series; inconclusive = inhibition above about 70% without an active follow-up result;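 note: bacterial growth assessed after seven days of incubation; strong numbers were not always called active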
H1N1 NS1A inhibition: NS1A inhibition, H1N1 influenza, cell based functional assay (AID 504329). NS1A functional cell-based assay, percent inhibition; higher % means a stronger effect. one-dose inhibition, % at 12.5 µM; IC50 in µM for titrated hits. 340,000 tested, 0.3% active; in the data active = a potency from the dose series; inconclusive = inhibition above about 27% without an active follow-up result; note: strong numbers were not always called active
tuberculosis growth: growth inhibition of non-replicating M. tuberculosis (AID 488890). one-dose inhibition, % at 25 µM; IC50 in µM for titrated hits. Mycobacterium tuberculosis non-replicating, growth inhibition; higher % means a stronger effect. 320,000 tested, 0.39% active; in the data active = a potency from the dose series; inconclusive = inhibition mostly from about 82% at the one dose, without a potency; inactive = the rest, 99 in 100 with inhibition below about 76%;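 note: plate controls were DMSO cells for no effect and high antibiotic wells for full effect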
inhibitors of VEEV 10K pilot screen: second read-out of inhibitors of VEEV, no call of its own (marks repeat the call); inhibition, %; measured here: 10K pilot screen inhibition
* hit, by the source's call; i = inactive; ? = inconclusive; / = no result given.

SMILES	inhibitors of VEEV	PhoP GFP inhibition	H37Rv inhibition	H1N1 NS1A inhibition	tuberculosis growth	others
CSc1ccc(/C=N/n2c(C)nc3ccccc3c2=O)cc1	0.9%	/	/	-9%	/
Cc1nn(Cc2ccc(Cl)cc2Cl)c(C)c1NC(=O)c1sc2ccccc2c1Cl	2.6%	9%	10%	4%	-11%
CC(OC(=O)c1ccncc1)C(=O)Nc1cccc([N+](=O)[O-])c1 (centres undefined)	2.7%	2%	0%	-2%	-10%
COc1ccc(-c2csc(NC(=O)CCCc3nc4ccccc4c(=O)[nH]3)n2)cc1OC	9.0%	-4%	27%	0%	26%
CCOC(=O)c1c(C=O)c2ccccc2n1Cc1ccccc1	i	2%	15%	1%	0%
NC(=O)c1ccc(-n2nnnc2SCC(=O)Nc2ccccc2)cc1	0.8%	0%	4%	3%	16%
CCCCn1c(O)c(/C=C2/C=CC=N2)c(=O)[nH]c1=O	11%	-9%	6.5µM*	9%	1.2µM*
C/C(Cn1nnc([N+](=O)[O-])n1)=N\NC(=O)c1ccc(O)cc1	0.8%	-2%	-1%	-8%	/
COc1ccccc1CCC(=O)OCC(=O)NC1CCCC1	0.7%	4%	-5%	-12%	-21%
Cc1onc(-c2ccccc2)c1C(O)c1ccc(F)cc1 (centres undefined)	0.3%	-15%	1%	-5%	1%
Nc1nc(N)nc(-c2ccc(Oc3ccccc3)cc2)n1	4.9%	4%	9%	0%	0%
O=C(O)CSc1nnc(COc2ccccc2)n1-c1ccccc1	1.1%	-7%	2%	1%	14%
CCOc1ccc(-n2c(O)c(/C=N/Nc3nnc(C)c(=O)[nH]3)c3ccccc3c2=O)cc1	6.6%	-17%	11µM*	5µM*	-7%
COc1ccc(C2/C(=C(/O)c3ccccc3)C(=O)C(=O)N2C)cc1OC (centres undefined)	0.2%	-3%	8%	-7%	8%
Cc1cc2c(NC(=O)CC(C)(C)CC(=O)O)cccc2nn1	0.9%	2%	1%	1%	21%
O=C(O)Cc1ccc(NS(=O)(=O)c2ccccc2Br)cc1	1.1%	-22%	-13%	2%	-8%
O=C(Nc1ccc(F)c(F)c1)c1ccccc1	0.2%	-10%	11%	-8%	15%
C[C@]12C=CC(=O)C=C1CC[C@@H]1C2C(O)C[C@@]2(C)C1CC[C@]2(O)C(=O)COC(=O)CCC(=O)NC(CC(=O)O)C(=O)O (some centres undefined)	1.4%	0%	4%	4%	5%
CCOc1ccc(NC(=O)c2ccc(N3CC4CC(C3)c3cccc(=O)n3C4)c(NC(=O)CCN3CCOCC3)c2)cc1 (centres undefined)	4.3%	1%	11%	0%	5%
NC(=O)c1cc2cc(Cl)ccc2o/c1=N/NC(=O)c1cccs1	2.3%	0%	-6%	-4%	7%
CN(C)S(=O)(=O)c1ccc(NC(=O)CSc2ncnc3ccccc23)cc1	i	-3%	-14%	34%	13%
CCCCCn1c(=O)c2ccccc2n2c(CCl)nnc12	?	8%	0.48µM*	1%	0.72µM*
O=c1[nH]c(Cl)ccc1CN1CCOCC1	0.2%	-7%	-3%	10%	1%
COc1ccc(C(Nc2ccccn2)c2c(NC(=O)c3ccco3)sc(C)c2C)cc1 (centres undefined)	1.8%	-11%	6%	5%	51%
CC(C)CCNC(=O)CCn1c(=S)oc2ccccc21	0.2%	-4%	-3%	-2%	-2%
Following part.
SMILES	inhibitors of VEEV	PhoP GFP inhibition	H37Rv inhibition	H1N1 NS1A inhibition	tuberculosis growth	others
CC1(C)CC(=O)c2cc(N=C/C(C(=O)c3ccccc3)=C(\O)c3ccccc3)c(=O)oc2C1	0.3%	-6%	0%	3%	-15%
CCSc1ccccc1C(=O)Nc1nc2ccccc2c(=O)[nH]1	10%	-4%	2%	12%	13%
O=P(Cc1ccccc1)(c1ccccc1)c1ccccc1	0.5%	-5%	-2%	-2%	-10%
CCCCN(CCCC)CCCNC(=O)C1CC(c2ccc(C(F)(F)F)cc2)=NO1 (centres undefined)	0.9%	6%	3%	1%	21%
O=C(Nc1ccccc1)NC1CCN(CCCN2C(=O)c3ccccc3C2=O)CC1	0.1%	-11%	4%	1%	-1%
O=C(CSc1ccccc1)NCC(c1ccco1)N1CCCCC1 (centres undefined)	i	/	1%	1%	21%
CCOc1ccc(-n2nc(C(=O)NC3CCCCC3)c3ccccc3c2=O)cc1	1.8%	5%	11%	2%	16%
CCCNC(=O)c1ccccc1NC(=O)Cc1ccc(OC)c(S(=O)(=O)N2CCOCC2)c1	8.4%	7%	-4%	-7%	-8%
O=[N+]([O-])c1ccc(/C=N/Nc2nc(N3CCCCC3)nc(N3CCCCC3)n2)cc1	5.4%	-5%	58%	6%	7%
CCOc1cccc(/C=N/NC(=S)NCCN2CCOCC2)c1O	2.0%	-2%	66%	17µM*	47%
CCOc1ccc(N2C(=O)/C(=C/c3ccccn3)SC2=S)cc1	/	-1%	8%	/	-11%
CCn1cc(C(=O)OC(C)C(=O)Nc2c(C)n(C)n(-c3ccccc3)c2=O)c(=O)c2ccc(C)nc21 (centres undefined)	1.1%	/	/	-1%	/
COc1ccc(C)cc1S(=O)(=O)N1CCOCC1	0.1%	4%	-9%	/	1%
CCCCSC1(SCCCC)N=C(N)C2(C#N)C(c3ccccc3)NC(C)=CC12C#N (centres undefined)	2.5%	9%	0%	12%	-14%
O=C1CC(c2ccccc2)CC(O)=C1C=NCCN1CCNCC1 (centres undefined)	0.9%	-8%	7%	-3%	-3%
Nc1c(C(=O)Nc2ccc(S(=O)(=O)N3CCCC3)cc2)sc2nc3cc4c(cc3cc12)CCC4	5.2%	-2%	9%	-10%	51%
COC(=O)c1cn(C(=O)c2cccs2)c2ccccc12	i	-2%	-5%	-1%	5%	inhibitors of VEEV 10K pilot screen=0.4
CNS(=O)(=O)c1ccc(NC(=O)C(CCSC)NC(N)=O)cc1 (centres undefined)	6.2%	-13%	-5%	-5%	38%
CCC(CC)CN1CCC(CN2C(=S)NC[C@@H]2[C@@H](C)CC)CC1	i	/	/	1%	/
Cc1ccc(C)c(CS(=O)(=O)c2cn(CC(=O)N3CCC(C)CC3)c3ccccc23)c1	2.4%	-9%	4%	-1%	17%	inhibitors of VEEV 10K pilot screen=4.7
O=C(O)c1ccccc1-c1nc2ccccc2c(=O)n1O	0.2%	3%	3%	-19%	-8%
O=P(NS(=O)(=O)c1ccc(Cl)cc1)(Oc1ccccc1)Oc1ccccc1	i	-6%	-10%	-7%	-14%
O=C(N/N=C/c1ccc(Br)o1)c1cc([N+](=O)[O-])cc([N+](=O)[O-])c1	0.7%	-1%	?	3%	-22%
C=CCNC(=O)/C(C#N)=C/c1ccc(SC)cc1	3.5%	-7%	3%	-2%	50%
Cc1nc(NCCO)c(C#N)c2c1COC(C)(C)C2	1.2%	-11%	0%	1%	-8%

Sorted by SMILES length (highest first): some entries from above
SMILES	inhibitors of VEEV	PhoP GFP inhibition	H37Rv inhibition	H1N1 NS1A inhibition	tuberculosis growth	others
O=C(O)CSc1nnc(COc2ccccc2)n1-c1ccccc1	1.1%	-7%	2%	1%	14%
COC(=O)c1cn(C(=O)c2cccs2)c2ccccc12	i	-2%	-5%	-1%	5%	inhibitors of VEEV 10K pilot screen=0.4
CC(C)CCNC(=O)CCn1c(=S)oc2ccccc21	0.2%	-4%	-3%	-2%	-2%

The list continues:
SMILES	inhibitors of VEEV	PhoP GFP inhibition	H37Rv inhibition	H1N1 NS1A inhibition	tuberculosis growth	others
CCCOc1ccc(N2C(=O)CC(SCC(N)C(=O)OCC)C2=O)cc1 (centres undefined)	0.5%	1%	-1%	-6%	68%
O=C(O)c1ccc(NC(=S)Nc2ccccc2)cc1	0.6%	7%	-2%	-4%	28%
COc1ccc(CCC(=O)NNC(=O)c2cc(Cl)ccc2OC)cc1	i	13%	1%	1%	-11%
COCCNC(=O)CN1CCOc2ccccc21	0.3%	-1%	-7%	-3%	-6%
CCCCN1CNC(=S)N(CCc2ccc(OCC)c(OCC)c2)C1	4.4%	-1%	-2%	11%	29%
CSc1ccccc1C(=O)C1CCCN(S(=O)(=O)N(C)C)C1 (centres undefined)	1.0%	-1%	-1%	9%	-8%
Cc1cccc(OCC(=O)Nc2ccc(C(=O)Nc3ccccc3C(=O)O)cc2)c1C	4.0%	-9%	23%	21%	?
CC[N+]1(C)CC2CCC(C)(C1)C2(C)C (centres undefined)	i	/	/	-1%	/
CC(OC(=O)c1ccccc1NCCO)C(=O)Nc1ccnn1C(C)C (centres undefined)	1.0%	/	-7%	-4%	-13%
Cc1cc(NC(=O)C2CC(c3c(F)cccc3Cl)=NO2)n(-c2ccccc2)n1 (centres undefined)	i	-1%	3%	-11%	5%
CCSC1=NCN(CCCC(=O)O)CN1	0.6%	29%	-14%	5%	-7%
CC1=C(C(=O)N2CCOCC2)C(c2ccc(O)cc2)NC(=S)N1 (centres undefined)	1.2%	-9%	-10%	-6%	-17%
CC(=O)Nc1ccc(NC(=O)C(C)OC(=O)c2cc(S(=O)(=O)N(C)C)ccc2N2CCCC2)cc1 (centres undefined)	3.8%	7%	2%	11%	7%
CCN1CCc2nc(NC(=O)C(c3ccccc3)c3ccccc3)sc2C1	i	-12%	2%	-5%	20%
COc1cc(/C=N/NC(=S)NC2CC3C=CC2C3)cc(OC)c1OC (centres undefined)	6.4%	-3%	4%	/	-16%
NC(=S)Nc1ccc(F)c(F)c1F	0.3%	-1%	-2%	0%	24%
COc1cc(NC(=O)c2cc(=O)[nH]c3ccc(S(=O)(=O)N4CCOCC4)cc23)cc(OC)c1	4.2%	/	/	-4%	/
CC1CCN(S(=O)(=O)c2ccc3c(c2)N(CC(=O)NCCCN2CCCC(C)C2)C(=O)CO3)CC1 (centres undefined)	i	9%	-4%	3%	5%
O=C(CCc1nnc2ccc(NCc3ccccc3Cl)nn12)NC1CCCCC1	0.7%	-11%	13%	7%	30%
CCOC(=O)c1c(NC(=O)CSc2nnc(-c3c[nH]c4ccccc34)n2CC)sc2c1CCCC2	6.6%	-2%	-1%	-4%	55%	inhibitors of VEEV 10K pilot screen=0.8
COc1ccccc1C(=O)NNS(=O)(=O)c1ccc(F)cc1	1.4%	5%	8%	-5%	-18%
Cc1ccc(C)c(S(=O)(=O)c2c(N)n(/N=C/c3ccco3)c3nc4ccccc4nc23)c1	0.6%	-10%	-8%	-7%	-8%
COc1cccc(N(CC(=O)NC2CCCC2)C(=O)CCC(=O)Nc2nccs2)c1	1.3%	2%	-5%	3%	5%
COC(=O)c1ccc(NC(=S)NCCc2ccccc2C)cc1	2.8%	-4%	64%	-6%	?
N#Cc1cn(-c2cccc(C(F)(F)F)c2)c(=O)[nH]c1=O	i	1%	-6%	4%	-3%
CN(C)S(=O)(=O)c1ccc(C(=O)NCC2(N3CCOCC3)CCCCC2)cc1	1.1%	/	0%	6%	-13%
COCCNC(=O)/C(C#N)=C/c1ccc(C)o1	1.1%	-6%	-11%	/	1%
c1cc(-c2n[nH]c(-c3ccncc3)n2)ccn1	1.9%	-4%	0%	-2%	-15%

Filtered by structure: the entries above with an aryl methoxy group (11)
SMILES	inhibitors of VEEV	PhoP GFP inhibition	H37Rv inhibition	H1N1 NS1A inhibition	tuberculosis growth	others
COc1ccc(-c2csc(NC(=O)CCCc3nc4ccccc4c(=O)[nH]3)n2)cc1OC	9.0%	-4%	27%	0%	26%
COc1ccccc1CCC(=O)OCC(=O)NC1CCCC1	0.7%	4%	-5%	-12%	-21%
COc1ccc(C2/C(=C(/O)c3ccccc3)C(=O)C(=O)N2C)cc1OC (centres undefined)	0.2%	-3%	8%	-7%	8%
COc1ccc(C(Nc2ccccn2)c2c(NC(=O)c3ccco3)sc(C)c2C)cc1 (centres undefined)	1.8%	-11%	6%	5%	51%
CCCNC(=O)c1ccccc1NC(=O)Cc1ccc(OC)c(S(=O)(=O)N2CCOCC2)c1	8.4%	7%	-4%	-7%	-8%
COc1ccc(C)cc1S(=O)(=O)N1CCOCC1	0.1%	4%	-9%	/	1%
COc1ccc(CCC(=O)NNC(=O)c2cc(Cl)ccc2OC)cc1	i	13%	1%	1%	-11%
COc1cc(/C=N/NC(=S)NC2CC3C=CC2C3)cc(OC)c1OC (centres undefined)	6.4%	-3%	4%	/	-16%
COc1cc(NC(=O)c2cc(=O)[nH]c3ccc(S(=O)(=O)N4CCOCC4)cc23)cc(OC)c1	4.2%	/	/	-4%	/
COc1ccccc1C(=O)NNS(=O)(=O)c1ccc(F)cc1	1.4%	5%	8%	-5%	-18%
COc1cccc(N(CC(=O)NC2CCCC2)C(=O)CCC(=O)Nc2nccs2)c1	1.3%	2%	-5%	3%	5%

Screening data from PubChem BioAssay.
